Compound activity (PubChem)
FBW7 act – activators of human E3 ligase FBW7; 650,000 compounds, 0.13% hits; normalized activity (activation), % at 26.1 µM; AlphaScreen FBW7–phospho-cyclin E peptide binding, activator screen; Q969H0; in the data active = normalized activity above about 1.9%;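 also: purified mutant Fbw7 with reduced substrate affinity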
MITF inh – inhibitors of human MITF; AlphaScreen MITF homodimerization, bead proximity signal; inhibition, % at 2.6 µM; 650,000 compounds, 0.91% hits; AID 1259374; in the data active = inhibition above about 50%;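 also: 0% = vehicle wells with protein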
Target sequence (O75030 whole entry, looked up): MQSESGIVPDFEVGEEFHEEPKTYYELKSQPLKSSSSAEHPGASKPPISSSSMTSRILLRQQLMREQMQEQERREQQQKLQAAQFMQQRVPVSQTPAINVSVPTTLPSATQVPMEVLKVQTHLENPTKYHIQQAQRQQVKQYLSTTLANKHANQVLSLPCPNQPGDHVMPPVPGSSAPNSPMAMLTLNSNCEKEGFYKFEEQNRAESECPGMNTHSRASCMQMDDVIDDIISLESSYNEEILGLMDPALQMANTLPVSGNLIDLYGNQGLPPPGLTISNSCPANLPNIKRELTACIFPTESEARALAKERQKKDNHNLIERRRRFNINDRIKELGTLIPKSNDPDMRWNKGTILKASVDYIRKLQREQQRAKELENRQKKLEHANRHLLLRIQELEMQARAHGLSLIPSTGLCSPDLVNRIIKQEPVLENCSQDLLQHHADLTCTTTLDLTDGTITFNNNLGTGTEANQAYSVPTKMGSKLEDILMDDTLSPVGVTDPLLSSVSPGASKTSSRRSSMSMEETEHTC
TEAD-YAP block – TEAD-YAP interaction inhibition. inhibition, % at 9.12 µM. AID 1259422. HEK-TIYL cells, TEAD-Gal4/YAP UAS-luciferase luminescence. 640,000 compounds, 1.4% hits; in the data active = inhibition above about 32%;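 also: 0% = median of test compound wells and 100% = reference inhibitor wells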
GPR151 activ – activates the human receptor GPR151; Q8TDV0; PathHunter beta-arrestin GPR151 cells, luminescence; activation, % at 11.2 µM; 650,000 compounds, 1% hits; in the data active = activation above about 4.9%;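 also: 0% = median of compound wells and 100% = cells with positive control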
Target sequence (Q8TDV0 whole entry, looked up): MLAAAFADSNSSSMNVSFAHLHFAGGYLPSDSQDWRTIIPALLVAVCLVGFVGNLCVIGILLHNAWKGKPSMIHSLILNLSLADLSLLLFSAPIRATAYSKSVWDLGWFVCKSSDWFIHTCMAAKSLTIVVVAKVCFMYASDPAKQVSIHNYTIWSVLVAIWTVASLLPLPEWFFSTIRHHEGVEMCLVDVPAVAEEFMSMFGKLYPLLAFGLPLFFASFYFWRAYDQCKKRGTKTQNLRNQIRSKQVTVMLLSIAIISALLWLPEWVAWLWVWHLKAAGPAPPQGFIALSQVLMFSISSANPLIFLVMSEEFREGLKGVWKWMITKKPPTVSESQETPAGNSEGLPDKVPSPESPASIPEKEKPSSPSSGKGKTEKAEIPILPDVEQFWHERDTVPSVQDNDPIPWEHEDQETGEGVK
Numbers without * were called inactive.

compound	FBW7 act	MITF inh	TEAD-YAP block	GPR151 activ
CCOc1ccc(C(=O)NCc2ccco2)cc1	0.0	3	-22	1.5
CCCN(c1nc(C)cc(OC)n1)S(=O)(=O)c1ccccc1Cl	0.0	14	-12	-0.3
COc1ccccc1CN1CCC(C(=O)NCC(C)C)CC1	-0.2	1	2	-0.9
O=C(Nc1nnc(-c2ccc3c(c2)OCO3)s1)c1ccccc1Br	0.0	2	1	0.0
COC(=O)c1c(-c2ccc(C(C)C)cc2)csc1N	-0.1	3	-13	-2.7
COc1ccc(-c2cc3c(=O)n(CC(=O)NCCc4ccccc4)ncn3n2)cc1	-0.1	-3	-7	0.9
O=S(=O)(/C=C/c1ccccc1)N1CCN(C(=S)NC2CC3CCC2C3)CC1 (configuration not stated)	-0.1	-1	7	2.3
Fc1cc(Br)cc2[nH]c(C3COc4ccccc4O3)nc12 (configuration not stated)	0.0	-4	-75	-0.3
CCN1CCN(CC(=O)NC2CCCCC2)C(=O)C1=O	-0.1	11	-2	0.8
CCCCC(CC)Cn1c(-c2nonc2N)nc2ccccc21 (configuration not stated)	0.0	1	5	-0.8
CS(=O)(=O)NN1C(=O)c2ccccc2NC1c1ccccc1O (configuration not stated)	0.1	20	5	0.5
CCn1cc(CN2CCN(Cc3ccccc3)C(CCO)C2)cn1 (configuration not stated)	-0.1	-3	4	1.8
COc1cccc(CN2CCN(C(=O)c3cccc4ccccc34)CC2)c1OC	0.3	54*	-4	-2.0
CS(=O)(=O)N(CC(=O)Nc1ccccc1C(F)(F)F)C1CCCCC1	0.0	-1	8	2.8
COc1cc(-c2cnc3[nH]c(=O)n(CC4CCOCC4)c3n2)cc(OC)c1OC	-0.5	9	-8	1.6
COc1ccccc1C1NC(=O)NC(C)=C1C(=O)OCC1CCCO1 (configuration not stated)	0.1	9	-1	-0.5
O=C(CCn1cnc2ccccc2c1=O)Nc1ccc2c(c1)Cc1ccccc1-2	0.0	-1	0	1.4
O=C(NC1CCCCCC1)c1ccc([N+](=O)[O-])cc1Cl	-0.1	-2	9	0.7
COC(=O)c1c(NC(=O)c2ccc(S(=O)(=O)N3CC(C)CC(C)C3)cc2)sc2c1CC(C)(C)NC2(C)C (configuration not stated)	0.1	10	0	0.8
COc1ccc(N2C(=O)CC(NC3CCN(Cc4ccccc4)CC3)C2=O)cc1 (configuration not stated)	0.1	18	18	0.3
COc1ccc(Cl)cc1NC(=O)CC(NCc1cccnc1)C(=O)O (configuration not stated)	0.1	-13	10	-0.3
CC(=O)N1CCc2c(sc(NC(=O)c3sc4ccccc4c3Cl)c2C(N)=O)C1	0.1	13	-12	-2.4
CCOc1cc(/C=C(\C#N)C(N)=S)ccc1O	0.4	8	11	1.2
CC(C)Cn1c(CCNC(=O)C(C)C)nc2ccccc21	0.1	0	1	-0.2

An excerpt from above in order of heavy-atom count, ascending.
compound	FBW7 act	MITF inh	TEAD-YAP block	GPR151 activ
COc1ccc(Cl)cc1NC(=O)CC(NCc1cccnc1)C(=O)O (configuration not stated)	0.1	-13	10	-0.3
CC(=O)N1CCc2c(sc(NC(=O)c3sc4ccccc4c3Cl)c2C(N)=O)C1	0.1	13	-12	-2.4
O=C(CCn1cnc2ccccc2c1=O)Nc1ccc2c(c1)Cc1ccccc1-2	0.0	-1	0	1.4

Carrying on.
compound	FBW7 act	MITF inh	TEAD-YAP block	GPR151 activ
CC(C)NC(=O)COc1coc(CN2CCN(c3cccc(Cl)c3)CC2)cc1=O	0.1	-9	2	-0.7
CCCNc1cc(-c2ccc(C(N)=O)cc2)nc(N)n1	0.1	7	-4	0.5
COc1ccc(-c2nc(SCC(=O)N3CCc4ccccc43)n[nH]2)cc1	-0.1	-5	13	1.1
COc1ccc(-n2nc3ccc(NC(=O)c4cc(OC)c(OC)c(OC)c4)cc3n2)cc1	0.1	9	-13	-0.2
CN(C)c1ccc(NC2=NS(=O)(=O)c3ccccc32)cc1	-0.1	-6	-9	0.6
CCN(C(=O)COc1cc(=O)n(CC)c2ccccc12)c1cc(C)ccc1C	0.1	5	4	0.7
Cc1sc2[nH]c(=S)n(CCN3CCOCC3)c(=O)c2c1C	0.0	-5	2	-0.9
CCOC(=O)c1cc(S(=O)(=O)N(C)C2CCCC(C)C2C)cn1C (configuration not stated)	0.2	2	14	-0.8

The final 2 compounds of the section above come first, to join the parts:
compound	FBW7 act	MITF inh	TEAD-YAP block	GPR151 activ
Cc1sc2[nH]c(=S)n(CCN3CCOCC3)c(=O)c2c1C	0.0	-5	2	-0.9
CCOC(=O)c1cc(S(=O)(=O)N(C)C2CCCC(C)C2C)cn1C (configuration not stated)	0.2	2	14	-0.8
Cc1cc(C)cc(OCC(=O)Nc2ccc(N3CCN(C(=O)C(C)C)CC3)cc2)c1	0.0	-7	5	1.9
CCOC(=O)C1=C(N)n2c(s/c(=C\c3cccnc3)c2=O)=C(C#N)C1c1cccnc1 (configuration not stated)	-0.1	-1	-8	-0.7
O=C(CC(=O)Nc1ccc(F)cc1F)Nc1ccc2nc3n(c(=O)c2c1)CCCCC3	0.1	16	6	0.1
CCOC(=O)C1=C(N)N(c2ccc(Br)cn2)C2=C(C(=O)CCC2)C1c1cccs1 (configuration not stated)	0.1	11	2	-0.5
COc1cccc(OCCOc2ccc(/C=C3/C(=N)N4OC(C)=CC4=NC3=O)cc2)c1	0.1	2	-7	-0.3
Cc1c(C(C)NC(=O)c2csc(C(C)C)n2)cnn1-c1ccccn1 (configuration not stated)	0.5	2	-31	0.4
COc1ccc(-c2c(C(F)(F)F)oc3c(CN(C)Cc4ccccc4)c(O)ccc3c2=O)cc1OC	-0.1	4	4	-0.6
O=C(NCCCN1CCCC1=O)c1ccnc(Nc2ccc3ncccc3c2)c1	0.5	14	-32	-1.4
COc1ccc(N2C(=O)NC(=O)/C(=C/c3c(C)n(C)c4ccccc34)C2=O)cc1	-0.1	7	2	0.1
COc1ccc(NC(=O)C23CC4CC(CC(C4)C2)C3)c2ccccc12	0.1	1	2	1.0
Cc1ccccc1NS(=O)(=O)c1coc(C(N)=O)c1	0.1	11	-3	-0.3
O=C(Cn1nnc(-c2ccccc2NC(=O)c2ccncc2)n1)NC1CCCC1	-0.1	-2	3	-0.9
Cc1cc2nc3s/c(=C/c4ccc(-c5ccc(Cl)cc5)o4)c(=O)n3c2cc1C	0.1	-9	1	-0.4
Cc1c2cnn(-c3ccccc3)c(=O)c2c(C)n1CC(=O)NC(C)C	-0.2	9	0	0.9
COc1ccc(S(=O)(=O)Nc2ccc(Oc3ccccc3)cc2)cc1	0.2	12	13	-0.3
CCOC(=O)C1=C(C)N=c2s/c(=C/c3c[nH]c4ccccc34)c(=O)n2C1c1ccc(OC)c(OCC)c1 (configuration not stated)	0.2	14	2	-0.3

Continued.
SMILES | FBW7 act | MITF inh | TEAD-YAP block | GPR151 activ
COC(=O)C(O)(c1sc(-c2ccccc2)cc1C)C(F)(F)F (configuration not stated) | 0.1 | 2 | -6 | 0.8
Cc1ccc(/C=C/C(=O)Nc2sccc2C(N)=O)o1 | 0.6 | 5 | -42 | -4.0
Cc1ccccc1-c1nc(SCC(=O)N2CCOCC2)c2c(=O)n(C)c(=O)n(C)c2n1 | -0.4 | -4 | 4 | 1.9
O=C(CN1CCCCC1)Nc1ccc2ccccc2c1 | -0.1 | -3 | -26 | 1.5
c1ccc(C2CC(c3cccs3)n3ncnc3N2)cc1 (configuration not stated) | 0.0 | -4 | 4 | 1.2
O=C(c1ccc([N+](=O)[O-])o1)N1CCN(Cc2ccc3c(c2)OCO3)CC1 | -0.1 | -7 | 11 | -0.9
O=C(NCc1ccccn1)c1ccc(CS(=O)(=O)c2c(Cl)cccc2Cl)o1 | -0.3 | 3 | -13 | 0.3
N#Cc1ccc(CNCc2ccc(F)cc2)cc1 | 0.1 | 26 | 5 | -0.7
Cc1csc(-c2cnc3ccc(NCc4ccco4)nn23)c1 | -0.5 | -12 | 3 | -0.5
CCC(C)c1ccc(S(=O)(=O)Nc2cccnc2)cc1 (configuration not stated) | 0.1 | -1 | 4 | 1.9
COc1ccccc1NC(=O)CSc1nnc(C)o1 | 0.2 | 14 | 2 | -0.6
CN1CCOc2cc(S(=O)(=O)NCc3cccnc3)ccc21 | -0.2 | -2 | -1 | 1.0
CN(Cc1cnn(-c2ccc(F)cc2)c1)c1nncc(-c2ccccc2)n1 | -0.2 | 11 | 1 | 0.6
Cc1ccc(-n2c3c(c(=O)[nH]c2=O)C(NC(=O)C(C)(C)C)(C(F)(F)F)C(=O)N3)cc1 (configuration not stated) | -0.2 | 2 | 2 | 1.8
COc1cc(/C=C2\SC(=S)NC2=O)ccc1OCC(=O)N1CCCCC1 | 0.0 | 20 | -8 | -0.5
CCN(CC)c1ccc(N2C(=O)c3cccnc3C2=O)c(C)c1 | -0.3 | 21 | -4 | 0.1
Clc1ccc(SCCCCn2cncn2)cc1 | -0.1 | -4 | 5 | 9.2*
O=C1C(=O)c2ccccc2C(O)=C1[n+]1ccccc1 | -0.1 | -1 | 5 | -4.6
CCOC(=O)/C(C#N)=N\Nc1ccc([N+](=O)[O-])cc1 | -0.1 | 7 | 1 | -3.6
O=C(NC1CC1)c1ccc2c(Cl)c3c(nc2c1)CCCC3 | -0.2 | -4 | -24 | -2.6
C=C(C)CNC1CCCN(c2nc(C)c3cc(F)ccc3n2)CC1 (configuration not stated) | 0.1 | 3 | -8 | 0.3
Cn1nc(-c2ccc(Cl)c(Cl)c2)nc2c(=O)n(C)c(=O)nc1-2 | 0.0 | 32 | -78 | -8.6
O=C(CSc1ncccn1)NCc1ccc2c(c1)OCO2 | 0.0 | 2 | -18 | 0.0
Cc1nc(C)c(CCNC(=O)c2cccc([N+](=O)[O-])c2)s1 | 0.0 | -13 | -3 | -0.7
CCN(CC)c1ccc2cc(-c3csc(-c4nc(-c5cc6ccc(N(CC)CC)cc6oc5=O)cs4)n3)c(=O)oc2c1 | 0.1 | 13 | 5 | 0.5
COc1cccc(-n2c(N)c(-c3nc4ccccc4[nH]3)sc2=S)c1 | -0.2 | 7 | -22 | -0.3
COc1ccc(NC(=O)C2=C(C)NC(=O)NC2c2cccc(Cl)c2)c(OC)c1 (configuration not stated) | -0.1 | 5 | 2 | 0.1
CCC1(c2ccc(C)cc2)NC(=O)NC1=O (configuration not stated) | -0.1 | -4 | -5 | -1.3
Cc1ccc(C(C)C)c(Oc2ccc(N3C(=O)C4C5C=CC(C6CC56)C4C3=O)cc2)c1 (configuration not stated) | -0.2 | -3 | 6 | -0.2
CCS(=O)(=O)N1CCC(C(=O)NC2CCCC2)CC1 | -0.1 | -1 | 3 | 1.2
Clc1ccc(-c2nn3c(COc4ccccc4)nnc3s2)cc1 | 0.0 | 17 | 1 | 1.4
CCn1c(/C(C#N)=C/c2cccc(O)c2)nc2ccccc21 | -0.2 | -10 | -7 | 0.6
O=[N+]([O-])c1cc(-n2cnnn2)ccc1N1CCC(Cc2ccccc2)CC1 | -0.1 | 4 | 7 | 2.0
COc1ccc(-c2c(C)nn3c(NCc4ccccn4)cc(C)nc23)cc1OC | -1.1 | 19 | 6 | 0.0
CS(=O)(=O)Nc1cccc(-c2ccnc(Nc3ccccc3)n2)c1 | 0.0 | 9 | 68* | -0.3
Cc1ccc(OCCCC(=O)Nc2ccc3c(c2)OCCO3)c(C)c1 | 0.6 | 0 | 12 | 3.1
CC(C)CCn1c(SCc2cc(=O)n3cc(Cl)ccc3n2)nc2ccsc2c1=O | 0.5 | 12 | 15 | -1.5
CCCCSc1nnc2c(n1)OC(c1cc(Br)c(O)c(OC)c1)Nc1ccccc1-2 (configuration not stated) | 0.4 | 10 | -32 | -0.4
CCOC(=O)C1(CCOC)CCN(Cc2cc(OC)ccc2F)CC1 | 0.1 | -3 | -14 | 0.0
Cc1ccc(Nc2nnc(SCC(=O)Nc3ccc(C#N)cc3)s2)c(C)c1 | 0.0 | -1 | 5 | 1.1
O=C(O)C1C2C=CC3(CN(c4cccc([N+](=O)[O-])c4)C(=O)C13)O2 (configuration not stated) | 0.2 | -19 | 10 | 1.2
COc1ccc(OC)c(CCNC(=O)CN2C(=O)CCSc3ccccc32)c1 | 0.0 | -2 | -4 | -0.7
Clc1cccc(NCc2ccccc2)n1 | -0.1 | 28 | -2 | 0.5
COCCNC(=O)c1ccc(Sc2ccc(C)cc2)c(N)c1 | 0.1 | 21 | -24 | 1.5
CC1(C)CC[C@]2(C)CC[C@]3(C)C(=CCC4[C@@]5(C)CC[C@H](O)C(C)(C)C5CC[C@]43C)C2C1 (some centres not stated) | 0.1 | -11 | 1 | 0.6
NC(=O)c1nnc(Cc2ccc(F)cc2)o1 | 0.0 | 7 | 5 | -0.8
COCCn1c(=S)[nH]c2cc(C(=O)N3CCN(C(=O)c4ccco4)CC3)ccc2c1=O | -0.3 | -12 | -6 | -0.4
Clc1cccc(-c2cnc3c(N4CCOCC4)nccn23)c1 | -0.1 | -9 | -33 | -0.6
CC1CCCN(S(=O)(=O)c2ccc(N3CCOCC3)nc2)C1 (configuration not stated) | 0.1 | 1 | 3 | -0.6
Cc1cccc(C(=O)Nc2ccc(C(=O)NN3C(=O)c4ccccc4C3=O)cc2)c1 | 0.1 | 7 | 1 | -0.1
Cc1c(NC(=O)c2cc(C(C)C)on2)c(=O)n(-c2ccccc2)n1C | 0.1 | 12 | -3 | -0.7
O=C(Nc1ccc(Cl)cc1)c1ccc(N2CC3CC(C2)c2cccc(=O)n2C3)c(NC(=O)c2cccc(C(F)(F)F)c2)c1 (configuration not stated) | 0.7 | 8 | -14 | -0.1
COc1ccc(Br)cc1/C=N\NC(=O)c1ccccn1 | 0.4 | 16 | -42 | 1.0
